Screens from PubChem.
AID inh: blocks human AID cytidine deaminase activity; Q9GZX7; AID deamination FRET fluorescence, UDG-coupled, 4 h; Potency, µM (series often up to 115 µM), inactives show at the top dose activity change, negative = inhibition, hits mostly inhibitors; 0.32% of 91,000 active; AID 1347428; note: nearly all actives have a fitted effect of over 25% in size
Target sequence (Q9GZX7 whole entry, looked up): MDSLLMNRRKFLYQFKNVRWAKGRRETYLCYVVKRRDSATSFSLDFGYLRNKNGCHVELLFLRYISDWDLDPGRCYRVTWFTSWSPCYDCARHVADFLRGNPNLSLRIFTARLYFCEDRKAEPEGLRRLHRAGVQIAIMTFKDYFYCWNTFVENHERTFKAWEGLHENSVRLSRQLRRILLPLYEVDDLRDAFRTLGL
UDG counterscr: counter-screen for AID inhibitors: uracil-DNA glycosylase inhibition; Potency, µM (titrated, usually from 115 µM), without a hit: at the top dose activity change, negative = inhibition, usual class: inhibitors; 0.14% of 91,000 active; FRET deamination/UDG coupled assay, UDG read, 4 h; note: nearly all actives have a fitted effect of over 65% in size
An asterisk follows results filed as active; ? = inconclusive; & = joins results of further samples; [ ] = dose if it differs, or a comment. Calls come from the whole dose curve; as a rule, active = well fitted curve in the direction sought with a large enough effect; inconclusive = small, poorly fitted or top-dose-only effect, or another doubt; inactive = no such curve, though single readings can be large; an effect the other way counts as inactive or inconclusive. % is set by controls: 0 for no effect and ±100 for the full control effect; potency is the fitted concentration of half-maximal effect. Only part of the results is shown; rates above refer to the full screens.

1. CCOC(=O)C(C)Oc1ccc2c(C)c(CCC(C)C)c(=O)oc2c1 (configuration not stated)
2. CCCCOc1ccc(CN2C(=O)C(=O)c3cc(C)ccc32)cc1OC
3. CCOC(=O)COc1ccc2c(=O)c(Oc3ccc(Br)cc3)c(C)oc2c1
4. Cc1cc(Sc2ccc(Cl)cc2)nc2ccccc12
5. CCOC(=O)c1c(NC(=O)CN2CCc3ccccc32)sc(C)c1CC
6. CCN1CCN(C(=O)c2ccc3c(c2)N(Cc2ccc(Cl)cc2)C(=O)c2ccccc2S3=O)CC1 (configuration not stated)
compound no.,1,2,3,4,5,6
UDG counterscr,-8.7%,37.7%[activator],0.9%,-8.9%&-4.2%,?,-0.2%
AID inh,-19.8%,?,-8.9%,-18.0%&-19.4%,-28.1%,9.7%

7. CCN(CC)C(=O)C1=C(C)Nc2nc3ccccc3n2C1c1ccccc1F (configuration not stated)
8. O=C(Nc1ccc(S(=O)(=O)Nc2ncccn2)cc1)c1cc(=O)c2ccccc2o1
9. O=C(NCC1CCCO1)c1cc(-c2ccccc2)nc2ccccc12 (configuration not stated)
10. COc1ccc(CNC(=O)c2cc3ccccn3n2)cc1OC
11. Cc1ccccc1N1CCN(S(=O)(=O)c2nnc(NC(=O)c3ccccc3)s2)CC1
12. CC(C)N(Cc1ccccc1)C(=O)C1CCCN(c2ncnc3onc(-c4ccc(F)cc4)c23)C1 (configuration not stated)
compound no.,7,8,9,10,11,12
UDG counterscr,-15.6%,-3.4%,1.0%,20.3%,-2.5%,-5.3%
AID inh,18.6%,15.8%,-1.2%,39.9%[activator],26.3%,?

13. COc1ccc2c(c1)CC(C(=O)Nc1ccc(OC)cc1OC)CO2 (configuration not stated)
14. CSc1ccc(C(C)NC(=O)c2cc(F)ccc2F)cc1 (configuration not stated)
15. O=C(N/N=C/c1ccccc1F)c1csc2ccccc12
16. CCCCCCCCCCCC(=O)N/N=C/c1ccc(C(C)(C)C)cc1
17. CCCCOc1ccccc1C(=O)Nc1ccc(OCCC)c2ncccc12
18. C/C(=N/NC(=S)NCc1ccccc1)c1ccc(Cl)c(Cl)c1
compound no.,13,14,15,16,17,18
UDG counterscr,-1.4%,-10.2%,-2.2%,-14.9%,-4.5%,9.0%
AID inh,3.0%,-8.6%,0.7%,-15.4%,-7.3%,0.0%

19. COc1ccc(S(=O)(=O)N2CCC(C(=O)Nc3ccc(Oc4ccccc4)cc3)CC2)cc1
20. CCN(CC)c1ccc(NC(=O)CN2CCN(CC(=O)Nc3ccccc3OC)CC2)cc1
21. COc1ccc(-c2csc(-c3nc(-c4ccc(C)cc4C)cs3)n2)cc1
22. CCc1nnc2c(Nc3ccc(N(CC)CC)cc3C)nc3ccccc3n12
23. CCCSCCCNC(=O)C1CCN(C(=O)c2cnn(-c3ccccc3)c2-n2cccc2)CC1
24. O=C(/C=C/Nc1ccc(Oc2ccccc2)cc1)c1ccccc1
compound no.,19,20,21,22,23,24
UDG counterscr,0.0%,-29.7%,-10.8%,-10.1%,?,7.3%
AID inh,3.7%,-33.7%,-16.8%,-21.3%,?,7.5%

25. CCc1ccccc1NC(=O)Cn1nc(CC)n2c(cc3sccc32)c1=O
26. Cc1ccc(-c2noc(COc3ccccc3C(=O)N3CCN(C)CC3)n2)cc1
27. O=C(CCc1ncc(-c2ccc(F)cc2)o1)N1CCSCC1
28. COc1ccc(C(O)c2nc3ccccc3n2C(C)C)cc1 (configuration not stated)
29. CN(C)C(=O)COC(=O)c1cc(-c2cccs2)nc2ccccc12
30. Cc1cc(C)cc(Nc2cc(C)nc3nncn23)c1
compound no.,25,26,27,28,29,30
UDG counterscr,20.5%,2.0%,0.5%,27.0%,2.8%,4.0%
AID inh,-22.6%,2.3%,-2.1%,-15.8%,69.8%,-9.0%

31. COc1cccc(-c2nc(SCC(=O)NC3CCCC3)c(-c3ccc(F)cc3)[nH]2)c1
32. Cc1ccccc1NC(=O)COc1ccc(C(=O)Nn2c(C)ccc2C)cc1
33. COc1ccc(/C=C/C(=O)c2ccc(OC)cc2)cc1
34. CCc1ccc(NC(=O)CCS(=O)(=O)c2cc3c(cc2Cl)NC(=O)CO3)cc1
35. O=C(O)[C@@H]1C[C@H](C(=O)O)N1
36. CC(C)Oc1ccc(C(=O)Nc2ccc(-c3nc4ccccc4s3)cc2)cc1
compound no.,31,32,33,34,35,36
UDG counterscr,-9.3%,-2.6%,8.5%,5.1%,-15.8%,13.5%
AID inh,-12.6%,1.6%,-8.3%,5.3%,-17.6%,5.3%

37. CCc1ccccc1NC(=O)C(CC)Oc1ccccc1-c1nnc(-c2ccccc2)o1 (configuration not stated)
38. O=C(NCCc1c[nH]c2ccccc12)c1ccc(-c2ccccc2)cc1
39. CCOC(=O)C1=C(CN(CC)Cc2ccccc2)NC(=O)NC1c1ccc(Cl)cc1 (configuration not stated)
40. CCc1cccc(C)c1NC(=O)CSc1ncnc2ccccc12
41. Cc1ccc2cccc(NC(=O)COc3ccc(Cl)c(C)c3)c2n1
42. CC(=O)c1ccc(NC(=O)c2cc(C)nn2-c2ccccc2)cc1
compound no.,37,38,39,40,41,42
UDG counterscr,?,-18.6%,-23.9%,10.2%,-10.4%,3.4%
AID inh,?,-14.4%,?,5.3%,-12.8%,6.7%

43. N#Cc1cccc(Nc2c3c(nc4ccc(Cl)cc24)CCC3)c1
44. O=C(Nc1cccc(F)c1)C1CCN(c2nc3ccccc3nc2C(F)(F)F)CC1
45. N#Cc1c(NC(=O)CSc2nccn2C2CC2)sc2c1CCCCC2
46. COc1ccc(C(C)=O)cc1COC(=O)Cc1ccc(Cl)cc1
47. CNCc1ccc(-c2cc(Cl)ccc2Cl)o1
48. CCCC(C)NC(=O)Nc1cc(C(=O)NC2CC2)ccc1C (configuration not stated)
compound no.,43,44,45,46,47,48
UDG counterscr,-3.0%,4.9%,8.6%,7.2%,-7.4%,-7.5%
AID inh,-7.7%,-1.6%,2.8%,1.2%,-6.4%,3.2%

49. CCOC(=O)c1c(C)[nH]c(C)c1S(=O)(=O)N(C)CC(=O)Nc1cccc(C(C)=O)c1
50. CCOc1ccc(S(=O)(=O)NCC(c2cccs2)S(=O)(=O)c2ccc(C)cc2)cc1 (configuration not stated)
51. CCC(C)(C)NC(=O)C1CCN(S(=O)(=O)c2c(C)noc2/C=C/c2ccc(C)cc2)CC1
52. O=C(c1cccs1)N(Cc1cccc2[nH]ccc12)C1CC1
53. CCOc1ccc(CCNC(=O)CCCn2c(=O)c3cccn3c3cccnc32)cc1OCC
54. Cc1ccc(C)c(NC(=O)Cn2c(=O)ccc3cc(S(=O)(=O)N4CCCC4)ccc32)c1
compound no.,49,50,51,52,53,54
UDG counterscr,-1.5%,3.5%,3.2%,1.7%,-4.8%,1.9%
AID inh,-2.2%,15.5%,-11.6%,3.3%,-7.4%,0.0%

55. COc1cccc(CSc2nc3n(n2)C(CC(C)C)C(C(=O)Nc2ccccc2C)=C(C)N3)c1 (configuration not stated)
56. Cc1cc(C)cc(NC(=O)C2(c3cccs3)CCOCC2)c1
57. COc1ccccc1SC(C)C(=O)NC1CCCC1 (configuration not stated)
58. CCCCN(C)C(=O)c1cccc2c(C)c(C)[nH]c12
59. Cc1ccc(O)c(NC(=O)c2cc(-c3ccc4c(c3)OCO4)on2)c1
60. COC(=O)C1CCN(C(=O)c2sc3ccccc3c2Cl)CC1
compound no.,55,56,57,58,59,60
UDG counterscr,-17.5%[57.5 µM],-22.8%,0.7%,-11.4%,-16.0%,-2.7%
AID inh,7.1%,-19.6%,-3.0%,-0.4%,10.9%,-8.1%

61. O=c1c(/C=N/O)coc2ccccc12
62. CCc1ccc(NC(=O)CSc2nc3c(=O)[nH]cnc3n2-c2ccc(C)cc2)cc1
63. COc1cc(Br)c(CN(C)CC(=O)N2c3ccccc3NC(=O)CC2C)cc1OC (configuration not stated)
64. COc1cccc2cc(-c3csc(-c4ccc(Cl)cc4)n3)c(=O)oc12
65. C=CCNC(=O)NC(=O)CN(CCOC)CC(=O)Nc1cccc(C)c1C
66. Cc1ccc(Cl)cc1N1CCN(c2nc3ccc(C(=O)c4ccccc4)cc3n3cnnc23)CC1
compound no.,61,62,63,64,65,66
UDG counterscr,1.6%,2.1%,4.0%,-1.5%,-3.5%,50.1%[activator]
AID inh,-6.4%,1.8%,3.2%,6.8%,2.7%,-5.6%

Structures above containing a thiophene ring, fused or not (nine):
5. CCOC(=O)c1c(NC(=O)CN2CCc3ccccc32)sc(C)c1CC
15. O=C(N/N=C/c1ccccc1F)c1csc2ccccc12
25. CCc1ccccc1NC(=O)Cn1nc(CC)n2c(cc3sccc32)c1=O
29. CN(C)C(=O)COC(=O)c1cc(-c2cccs2)nc2ccccc12
45. N#Cc1c(NC(=O)CSc2nccn2C2CC2)sc2c1CCCCC2
50. CCOc1ccc(S(=O)(=O)NCC(c2cccs2)S(=O)(=O)c2ccc(C)cc2)cc1 (configuration not stated)
52. O=C(c1cccs1)N(Cc1cccc2[nH]ccc12)C1CC1
56. Cc1cc(C)cc(NC(=O)C2(c3cccs3)CCOCC2)c1
compound no.,5,15,25,29,45,50,52,56
UDG counterscr,?,-2.2%,20.5%,2.8%,8.6%,3.5%,1.7%,-22.8%
AID inh,-28.1%,0.7%,-22.6%,69.8%,2.8%,15.5%,3.3%,-19.6%

60. COC(=O)C1CCN(C(=O)c2sc3ccccc3c2Cl)CC1
compound no.,60
UDG counterscr,-2.7%
AID inh,-8.1%

Further entries
67. O=S(=O)(c1ccc(Br)cc1)c1nc(-c2ccco2)oc1SCc1ccccc1F
68. Cc1ccc(-c2nc(CS(=O)(=O)CC(=O)Nc3ccc(Br)cc3F)c(C)o2)cc1
69. Cc1cc(C)c(NC(=O)CC2CCCC2)c(C)c1
70. N#Cc1ccc(CSc2nnnn2-c2ccccc2)c(F)c1
71. CCOC(=O)/C(C#N)=C/c1cc(Cl)ccc1OCc1ccc(Cl)cc1Cl
72. CCCCN(C)C(=O)COc1ccc2c(=O)c(-c3ccc(OC)c(OC)c3)c(C)oc2c1
compound no.,67,68,69,70,71,72
UDG counterscr,-22.3%,32.2%[activator],-6.8%,-1.7%,-9.5%,-1.7%
AID inh,?,-8.3%,0.8%,-3.2%,-8.9%,-3.8%

73. CS(=O)(=O)Cc1cccc(C(=O)Oc2ccccc2Br)c1
74. O=C(O)/C=C/c1cc(Cl)ccc1Cl
75. CCOC(=O)C1CCN(C(=O)Cn2ncc3c([nH]c4ccccc43)c2=O)CC1
76. CCC(c1ccc(C(C)=O)cc1)C(CC)c1ccc(C(C)=O)cc1 (configuration not stated)
77. Clc1ccccc1CNCCCSc1nnnn1-c1ccccc1
78. O=C(COc1cccc(Cl)c1Cl)c1ccc2ccccc2c1
compound no.,73,74,75,76,77,78
UDG counterscr,3.2%,-2.3%,-4.0%[57.5 µM],1.8%,-5.7%,-11.0%
AID inh,0.4%,0.3%,-6.6%,6.5%,-12.3%,-10.6%

79. CC(C)c1cc(C(=O)Nc2ccc(Cl)c(C(F)(F)F)c2)nn1C1CCS(=O)(=O)C1 (configuration not stated)
80. Cc1cc(C)cc(C(=O)Nc2ccc3oc(-c4cccnc4)nc3c2)c1
81. Cc1cc(C)c2c(c1)/C(=N/NC(=S)NC1CCCCC1)CCC2
82. CC(C)c1ccccc1NC(=O)Cn1nc(C(=O)O)c2ccccc2c1=O
83. C/C(=N\NC(=O)c1ccc(C(C)(C)C)cc1)c1ccc(C)cc1C
84. COc1ccc(Br)cc1C[N+]1(C)CCCCC1
compound no.,79,80,81,82,83,84
UDG counterscr,-13.8%,3.6%,-5.5%,-7.8%,0.7%,-1.7%
AID inh,-11.1%,-7.7%,-1.2%,-2.2%,-1.2%,1.9%

85. COc1cc(C2c3c(oc4ccc(F)cc4c3=O)C(=O)N2Cc2ccc3c(c2)OCO3)ccc1O (configuration not stated)
86. CCc1ccc(-c2noc(CN3CCc4cc(OC)c(OC)cc4C3)n2)cc1
87. Fc1cccc(CN(Cc2ccco2)C2CCCC2)c1
88. CC(C)=CC(=O)Nc1ccccc1SCc1ccsc1
89. Cc1cccc2sc(N(Cc3cccnc3)C(=O)C3CCCCC3)nc12
90. CCCCNC(=O)c1cnn2c(C)c(Cc3c(F)cccc3Cl)c(C)nc12
91. COc1ccc(C(=O)NCCn2cc(SCc3cccc(F)c3)c3ccccc32)cc1OC
92. CCOC(=O)c1ccc(Nc2nc(N)c3cc(OC)c(OC)cc3n2)cc1
compound no.,85,86,87,88,89,90,91,92
UDG counterscr,-21.9%,-5.9%,-9.8%,-6.8%,-8.9%,-16.6%,-19.5%,-7.4%
AID inh,3.9%,2.9%,0.3%,-7.4%,-27.9%,-21.6%,-29.1%,5.9%
